Screening data (PubChem BioAssay)
MBNL1-CUG inh: inhibitors of human MBNL1 binding to CUG repeat RNA. Q9NR56. AID 2675. TR-FRET MBNL1-His/biotin-(CUG)12 binding, 665/545 ratio. hit rate 0.036% among 280,000. Potency, µM (highest dose often 57.5 µM), without a hit: at the highest dose activity change, negative = inhibition, hits mostly inhibitors; active = well fitted inhibition curve with a large enough effect in the signal ratio, with a control signal flat, not every such curve was filed as active; inconclusive = small, poorly fitted or top-dose-only effect, or effect the other way, or a change in a side signal; inactive = no such curve, though single readings can be large or run the other way; the % refers to the signal ratio; note: potency is the fitted concentration of half-maximal effect; % is set by controls: 0 for no effect and ±100 for the full control effect
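Ratiometric TR-FRET (665 over 545 nm, excitation 340 nm) tracks disruption of MBNL1-His/biotin-(CUG)12 complex after 60 min at room temperature, with compounds at 92 nM to 58 uM final.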
Mito fusion act: mitochondrial division inhibition or fusion activation | S. cerevisiae fusion-defective mutant growth rescue, CellTiterGlo 48 h | Potency, µM (top dose mostly 46.1 µM), without a hit: top-dose growth rescue (activation), most hits filed as activators | hit rate 0.23% among 320,000 | AID 485298;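 note: potency is the fitted concentration of half-maximal effect; % of control where 0% means no effect; nearly all actives have a fitted effect of over 45% in size; temperature-sensitive fusion mutants such as fzo1-1 at 37 °C on non-fermentable ethanol glycerol medium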
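Temperature-sensitive fusion-defective S. cerevisiae (e.g. fzo1-1, mgm1-5) were grown with compound in YPEG medium (3% ethanol, 3% glycerol) for 48 hours at 37C. Growth rescue was measured as viability by CellTiterGlo luminescence after 10 minutes at ambient.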
ASM inhibitor: blocks human secretory acid sphingomyelinase. placental ASM, HMU-PC fluorogenic substrate, 60 min. Potency, µM (highest dose often 57.5 µM), for inactives: at the top dose activity change, negative = inhibition, most hits filed as inhibitors. hit rate 0.006% among 340,000; note: potency is the fitted concentration of half-maximal effect
Target sequence (P17405 47-631 limits assumed): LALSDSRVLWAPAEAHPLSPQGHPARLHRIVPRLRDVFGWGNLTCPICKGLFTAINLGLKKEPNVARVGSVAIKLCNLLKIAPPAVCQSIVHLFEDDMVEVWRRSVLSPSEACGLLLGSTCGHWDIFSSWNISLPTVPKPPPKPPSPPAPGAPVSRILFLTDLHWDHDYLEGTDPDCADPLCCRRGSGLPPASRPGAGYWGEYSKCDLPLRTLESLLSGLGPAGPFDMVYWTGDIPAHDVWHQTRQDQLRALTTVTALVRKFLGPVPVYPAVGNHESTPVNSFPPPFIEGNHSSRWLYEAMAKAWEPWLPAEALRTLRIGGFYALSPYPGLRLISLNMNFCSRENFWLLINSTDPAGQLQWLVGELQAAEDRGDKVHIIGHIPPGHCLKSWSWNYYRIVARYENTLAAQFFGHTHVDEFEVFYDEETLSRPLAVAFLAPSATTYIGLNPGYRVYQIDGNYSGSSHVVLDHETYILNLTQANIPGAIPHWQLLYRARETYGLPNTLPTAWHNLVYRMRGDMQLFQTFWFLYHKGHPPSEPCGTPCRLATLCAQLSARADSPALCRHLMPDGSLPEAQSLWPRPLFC
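HMU-PC0 cleavage (9 uM final) by human placental ASM, 60 min at 37 °C following 10 min compound exposure at RT; stopped at pH 10, fluorescence Ex 386/Em 447 nm.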
Menin-MLL TR inh: menin-MLL binding inhibition, Texas Red mutant peptide. hit rate 0.23% among 270,000. Menin + Texas Red MLL mutant peptide, fluorescence polarization. Potency, µM (highest dose often 61.6 µM), for inactives: at the highest dose FP activity change, negative = inhibition, usual class: inhibitors; active = well fitted inhibition curve with a large enough effect in the polarisation, with a control signal flat, not every such curve was filed as active; inconclusive = small, poorly fitted or top-dose-only effect, or effect the other way, or a change in a side signal; inactive = no such curve, though single readings can be large or run the other way; the % refers to the polarisation; note: potency is the fitted concentration of half-maximal effect; % of control where 0% means no effect; many of its hits are not listed in these tables
TSHR antagonist: human thyrotropin receptor antagonism. P16473. TSHR-expressing cells, TSH-stimulated cAMP HTRF, 2 h; stronger effect = lower value. activity change, negative = inhibition, % at 11.5 µM. hit rate 0.2% among 330,000;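 active = activity change below a set negative limit, meaning inhibition stronger than a set level, cut at about -70% in these data; inconclusive = activity change between two set negative limits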; note: % is set by controls: 0 for no effect and ±100 for the full control effect
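Competitive HTRF cAMP read-out (cryptate anti-cAMP antibody, cAMP-d2; 30 min, room temperature) in freshly harvested TSHR cells. Compounds added before TSH at EC80 (4nM final), followed by 2 hours' incubation at 37 deg C.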
Integrin act MD: activates integrin-mediated alleviation for muscular dystrophy; AID 624291; hit rate 0.064% among 350,000; Potency, µM (titrated, usually from 38.3 µM), inactives show at the top dose activation, usual class: activators; alpha7betagal myoblasts, beta-gal FDG fluorescence, 48 h;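 note: potency is the fitted concentration of half-maximal effect; 100% = response of the positive control SU9516; nearly all actives have a fitted effect of over 60% in size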
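alpha7betagal+/- myoblasts (passage 13, 250/well) treated 48 h at 37C with compounds at 1:260 dilution of DMSO stock. Lysed, then beta-galactosidase activity read as FDG fluorescence (ex 480/em 540) after 30 min, with pre-read for autofluorescence.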
TCR activator: T cell receptor activation. 330,000 tested, under 10 active. AID 504894. primary human leukocytes, anti-CD3, IL-2 HTRF, 48 h. Potency, µM (series often up to 9.22 µM), without a hit: at the highest dose activation of IL-2 secretion, most hits filed as activators; note: % of control where 0% means no effect
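Primary human leukocytes receive a-CD3 beads and test compound and are incubated 48 hr. Secreted IL-2 is then assayed by HTRF, measuring 665nm acceptor emission after 320nm excitation of the europium donor.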
AT treatment: candidate therapy for ataxia-telangiectasia | AID 485349 | Potency, µM (highest dose often 57.5 µM), without a hit: top-dose activation, actives largely listed as activators | hit rate 0.19% among 320,000 | […] A-T fibroblasts, KAP-1 phosphorylation AlphaLISA; neocarzinostatin DNA damage 30 min before lysis; note: potency is the fitted concentration of half-maximal effect; % of control where 0% means no effect; nearly all actives have a fitted effect of over 45% in size
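ATM-like activity read as KAP-1 phosphorylation via AlphaLISA donor/acceptor antibody pairs after lysis and 6 hr at 25C. Cells were ATM-null patient fibroblasts ([…], hTERT), dosed 60 min, then exposed to the DSB inducer NCS for 30 min.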
PTAP TSG101 blk: blocks PTAP/TSG101 interaction to inhibit HIV-1 budding | 340,000 tested, under 10 active | Potency, µM (titrated, usually from 115 µM), without a hit: top-dose activity change, negative = inhibition, actives largely listed as inhibitors | AID 493005 | Fluorescence polarization, FITC-PTAP peptide / Tsg101 binding; active = well fitted inhibition curve with a large enough effect in the main read-out, with a control signal flat, not every such curve was filed as active; inconclusive = small, poorly fitted or top-dose-only effect, or effect the other way, or a change in a side signal; inactive = no such curve, though single readings can be large or run the other way; note: potency is the fitted concentration of half-maximal effect; % of control where 0% means no effect
Target sequence (Q99816 whole entry, looked up): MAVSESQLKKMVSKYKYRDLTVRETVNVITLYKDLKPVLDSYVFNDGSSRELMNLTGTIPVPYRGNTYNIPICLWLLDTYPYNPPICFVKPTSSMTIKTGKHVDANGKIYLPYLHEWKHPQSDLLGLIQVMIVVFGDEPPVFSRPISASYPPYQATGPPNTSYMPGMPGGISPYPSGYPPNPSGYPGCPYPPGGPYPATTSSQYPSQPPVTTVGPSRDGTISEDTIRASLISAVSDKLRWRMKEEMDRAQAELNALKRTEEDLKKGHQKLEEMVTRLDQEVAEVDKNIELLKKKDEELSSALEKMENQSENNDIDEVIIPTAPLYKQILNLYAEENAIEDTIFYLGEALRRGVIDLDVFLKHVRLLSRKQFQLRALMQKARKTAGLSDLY
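FP read-out: FITC-PTAP peptide, 50 nM final, binding Tsg101 binding domain, 10 uM final; 20 min, r.t.; 10 mM HEPES pH 7.5, 0.15 M NaCl, 0.01% Tween 20, 3 mM EDTA, 0.1 mM TCEP.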
CXXC DNA block: inhibitors of human MLL CXXC domain-DNA interaction; MLL-CXXC / FITC-HOXA9 DNA fluorescence polarization; Q03164; Potency, µM (series often up to 115 µM), for inactives: at the highest dose activity change, negative = inhibition, hits mostly inhibitors; hit rate 0.037% among 290,000; active = well fitted inhibition curve with a large enough effect in the polarisation, with a control signal flat, not every such curve was filed as active; inconclusive = small, poorly fitted or top-dose-only effect, or effect the other way, or a change in a side signal; inactive = no such curve, though single readings can be large or run the other way; the % refers to the polarisation; note: potency is the fitted concentration of half-maximal effect
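Steps: dispense CXXC domain solution (7 uM) → pin compounds or unlabeled HOX-A9 DNA control → 5 min ambient → add FLSN-HOX-A9 solution (50 nM) → spin → 30 min ambient → fluorescence polarization. Tris pH 7.5/NaCl/DTT/BSA buffer.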
* marks the source's active call; other numbers are inactive results; [ ] = dose if it differs, or a comment. Unless noted, calls come from the whole dose curve; as a rule, active = well fitted curve in the direction sought with a large enough effect; inconclusive = small, poorly fitted or top-dose-only effect, or another doubt; inactive = no such curve, though single readings can be large; an effect the other way counts as inactive or inconclusive. Some of the compounds tested (hit frequency here may not be typical).

For Cc1ccnc(SC2CC(=O)N(c3ccc([N+](=O)[O-])cc3)C2=O)n1 (stereo not drawn) the results were MBNL1-CUG inh inconclusive, Mito fusion act -19%, ASM inhibitor 2%, Menin-MLL TR inh 5%, TSHR antagonist 9, Integrin act MD 22%, AT treatment 6%, PTAP TSG101 blk -8% and CXXC DNA block -3%.
Screening CN(NC(=O)C1CC(=O)N(c2ccccc2)C1)C1=NS(=O)(=O)c2ccccc21 (stereo not drawn) returned MBNL1-CUG inh -4%, Mito fusion act -4%, ASM inhibitor 3%, Menin-MLL TR inh -10%, TSHR antagonist 7, Integrin act MD 35%, TCR activator -3%, AT treatment 2%, PTAP TSG101 blk 2% and CXXC DNA block -2%.
`COc1ccc(C)cc1NC(=O)C(OC(=O)C1CC1)c1ccccc1` (stereo not drawn) gave MBNL1-CUG inh 1%, Mito fusion act 3%, ASM inhibitor 1%, Menin-MLL TR inh 0%, TSHR antagonist 0, Integrin act MD -8%, TCR activator -1%, AT treatment 7%, PTAP TSG101 blk -1% and CXXC DNA block 8%.
Screening CCOc1ccccc1NC(=O)C1CCCC1 returned ASM inhibitor 0%, Integrin act MD 11%, TCR activator 0% and PTAP TSG101 blk -2%.
`Cc1ccc(NC(=O)COC(=O)CCC(=O)c2ccc(C(C)(C)C)cc2)c([N+](=O)[O-])c1` gave MBNL1-CUG inh 19%, Mito fusion act -1%, ASM inhibitor -10%, Menin-MLL TR inh 4%, TSHR antagonist 1, Integrin act MD -18%, TCR activator 1%[46.1 µM], AT treatment -11%, PTAP TSG101 blk -4% and CXXC DNA block 8%.
Screening O=C(NCC1CCN(Cc2ccc(F)cc2)CC1)Nc1cc(F)ccc1F returned MBNL1-CUG inh -7%, Mito fusion act -17%, ASM inhibitor 1%, Menin-MLL TR inh -26%, TSHR antagonist 8, Integrin act MD -30%, TCR activator 4%, AT treatment 1%, PTAP TSG101 blk -2% and CXXC DNA block 7%.
Cc1cc(C)cc(NC(=O)Nc2ccc3ccccc3n2)c1 was read as MBNL1-CUG inh -1%, Mito fusion act -3%, ASM inhibitor -1%, TSHR antagonist -7, Integrin act MD 5%, TCR activator 5%, AT treatment -2%, PTAP TSG101 blk -1% and CXXC DNA block -1%.
Cc1ccc(C2=CC(c3ccccc3)n3ncnc3N2)cc1 (stereo not drawn) was read as ASM inhibitor 94%[activator], Integrin act MD -7%, TCR activator -1% and PTAP TSG101 blk -5%.
COc1ccc(CCNC(=O)CSc2nnc(CNC(=O)c3ccco3)o2)cc1OC was read as MBNL1-CUG inh 8%, Mito fusion act 1%, ASM inhibitor 5%, Menin-MLL TR inh 4%, TSHR antagonist 12, Integrin act MD 19%, TCR activator -4%, AT treatment -6%, PTAP TSG101 blk 2% and CXXC DNA block -2%.
`Cc1ccc(-c2nc(CSCC(=O)Nc3cc(C)on3)c(C)o2)cc1` gave MBNL1-CUG inh -14%, Mito fusion act 1%, ASM inhibitor 2%, Menin-MLL TR inh -4%[11.7 µM], TSHR antagonist -8, Integrin act MD 16%, TCR activator -7%, AT treatment 23%, PTAP TSG101 blk 1% and CXXC DNA block -1%.
Screening Cc1ccc(CCNC(=O)CN2C(=O)COc3ccc(S(=O)(=O)N4CCC(C)CC4)cc32)cc1 returned MBNL1-CUG inh -3%, Mito fusion act 16%, ASM inhibitor -4%, Menin-MLL TR inh 9%, TSHR antagonist -136*, Integrin act MD -5%, TCR activator -3%, AT treatment 4%, PTAP TSG101 blk -5% and CXXC DNA block 47%[activator].
Screening COc1cc(/C=N/NC(=O)c2cccs2)ccc1O returned MBNL1-CUG inh 21%, Mito fusion act -4%, ASM inhibitor 0%, TSHR antagonist 0, Integrin act MD 4%, TCR activator -3%, AT treatment -5%, PTAP TSG101 blk -1% and CXXC DNA block -4%.

Copied from the results shown (4 entries):
For Cc1ccnc(SC2CC(=O)N(c3ccc([N+](=O)[O-])cc3)C2=O)n1 (stereo not drawn) the results were MBNL1-CUG inh inconclusive, Mito fusion act -19%, ASM inhibitor 2%, Menin-MLL TR inh 5%, TSHR antagonist 9, Integrin act MD 22%, AT treatment 6%, PTAP TSG101 blk -8% and CXXC DNA block -3%.
Screening CN(NC(=O)C1CC(=O)N(c2ccccc2)C1)C1=NS(=O)(=O)c2ccccc21 (stereo not drawn) returned MBNL1-CUG inh -4%, Mito fusion act -4%, ASM inhibitor 3%, Menin-MLL TR inh -10%, TSHR antagonist 7, Integrin act MD 35%, TCR activator -3%, AT treatment 2%, PTAP TSG101 blk 2% and CXXC DNA block -2%.
`COc1ccc(C)cc1NC(=O)C(OC(=O)C1CC1)c1ccccc1` (stereo not drawn) gave MBNL1-CUG inh 1%, Mito fusion act 3%, ASM inhibitor 1%, Menin-MLL TR inh 0%, TSHR antagonist 0, Integrin act MD -8%, TCR activator -1%, AT treatment 7%, PTAP TSG101 blk -1% and CXXC DNA block 8%.
Screening CCOc1ccccc1NC(=O)C1CCCC1 returned ASM inhibitor 0%, Integrin act MD 11%, TCR activator 0% and PTAP TSG101 blk -2%.

Additional compounds follow.
Screening N#Cc1c(NC(=O)CN2CCN(C(=O)c3ccco3)CC2)sc2c1CCCCC2 returned MBNL1-CUG inh -1%, Mito fusion act 0%, ASM inhibitor 1%, Menin-MLL TR inh -18%, TSHR antagonist -8, Integrin act MD -39%, TCR activator -4%, AT treatment 0%, PTAP TSG101 blk -2% and CXXC DNA block 12%.
For COCCNC(=S)N/N=C/c1ccc(N2CCOCC2)cc1 the results were MBNL1-CUG inh inconclusive, Mito fusion act 2%, ASM inhibitor 84%[activator], Menin-MLL TR inh -15%, TSHR antagonist -9, Integrin act MD -28%, TCR activator -5%[46.1 µM], AT treatment -5%, PTAP TSG101 blk 1% and CXXC DNA block inconclusive.
For CCCCc1c(C)nn(-c2nnc3c4ccccc4n(C)c3n2)c1C the results were MBNL1-CUG inh 21%, Mito fusion act -5%, ASM inhibitor -8%, Menin-MLL TR inh -3%, TSHR antagonist -3, Integrin act MD inconclusive, TCR activator -2%, AT treatment -2%, PTAP TSG101 blk -1% and CXXC DNA block -4%.
CCn1c(SCC(N)=O)nc2sc3c(c2c1=O)CCN(C)C3 was read as Mito fusion act 0%, ASM inhibitor 30%, TSHR antagonist 8, Integrin act MD 15%, TCR activator 8%, AT treatment 1%, PTAP TSG101 blk -2% and CXXC DNA block -2%.
For CC(=O)N(C)c1ccc(NCc2cc(=O)oc3cc(C)c(O)cc23)cc1 the results were MBNL1-CUG inh inconclusive, Mito fusion act 2%, ASM inhibitor 0%, Menin-MLL TR inh -1%, TSHR antagonist 1, Integrin act MD -2%, TCR activator -8%, AT treatment 21%, PTAP TSG101 blk -1% and CXXC DNA block 8%.
`COc1cc(CN2CCSCC2)c([N+](=O)[O-])cc1OC` gave MBNL1-CUG inh 31%[activator], Mito fusion act 2%, ASM inhibitor -3%, Menin-MLL TR inh -5%, TSHR antagonist 21, Integrin act MD 3%, TCR activator 0%, AT treatment -3%, PTAP TSG101 blk -1% and CXXC DNA block -1%.
For Fc1cccc(Cn2ccc(-c3ccc4c(c3)OCO4)n2)c1 the results were MBNL1-CUG inh -2%, Mito fusion act 1%, ASM inhibitor -2%, Menin-MLL TR inh 10%, TSHR antagonist -7, Integrin act MD 9%, TCR activator 2%, AT treatment 16%, PTAP TSG101 blk -1% and CXXC DNA block -3%.
